Screens (PubChem BioAssay)
RMI-FANCM inh = inhibitors of human RMI core complex binding to FANCM MM2; FP signal (polarization) at 33 µM; 70,000 compounds, 0.58% hits; AID 1159607; Fluorescence polarization, RMI core complex with F-MM2 peptide; stronger effect = lower value; in the data active means FP signal below about 40; further: inactives centre near 61; strong numbers were not always called active; unit not given here
The depositor's hits bear a star; & = joins results of further samples. A portion of the library (hit frequency here may not be typical).

Nc1nc(-c2ccc3c(c2)NC(=O)CO3)cs1 was read as RMI-FANCM inh 70.
Screening Cc1cc(C)c(S(=O)(=O)NCCn2ccc3ccccc32)c(C)c1 returned RMI-FANCM inh 60.
COC(=O)C1=CO[C@@H](C)[C@H]2CN3CCc4c([nH]c5ccccc45)[C@@H]3C[C@H]12 was read as RMI-FANCM inh 55&82.
`Cc1cc(C)nc(NC(=O)CN2C(=O)c3ccccc3S2(=O)=O)n1` gave RMI-FANCM inh 56.
`COC(=O)c1ccc(C(=O)Nc2cc(C)nn2-c2nc3ccc(OC)cc3s2)cc1` gave RMI-FANCM inh 62.
Screening O=C(NCC1CCN(Cc2ccccc2)CC1)C(=O)NC1CC1 returned RMI-FANCM inh 71.
`COC(=O)c1ccccc1NC(=O)c1ccc(=O)n(Cc2cccc([N+](=O)[O-])c2)c1` gave RMI-FANCM inh 50.
`CCCCCCCCCCCC1SC[C@@H](C(=O)O)N1C(C)=O` (some centres undefined) gave RMI-FANCM inh 54.
CCCCOC(=O)c1ccc(NC(=S)c2nc3ccccc3[nH]2)cc1 was read as RMI-FANCM inh 64.
`COc1ccc(Nc2nc(Nc3ccc(C(N)=O)cc3)nc(N3CCOCC3)n2)cc1` gave RMI-FANCM inh 54.
Screening O=C(COc1ccc([N+](=O)[O-])cc1)Oc1ccc(C(=O)c2ccccc2)cc1 returned RMI-FANCM inh 56.
Screening O=c1cc(O)c2cc([N+](=O)[O-])ccc2n1CCc1ccccc1 returned RMI-FANCM inh 56.
COc1ccc(-c2cc(C(=O)NCc3ccco3)c3c(C)nn(C4CCS(=O)(=O)C4)c3n2)cc1 (centres undefined) was read as RMI-FANCM inh 66.
`CCn1nc(C(=O)N2CC(=O)Nc3ccccc32)cc1C` gave RMI-FANCM inh 69.
Screening Nc1[nH]nc(Nc2cccc(Cl)c2Cl)c1C(=O)c1cccs1 returned RMI-FANCM inh 60.
`COc1ccc(OC)c2sc(N(CCN3CCOCC3)C(=O)c3ccc4c(c3)CCCC4)nc12` gave RMI-FANCM inh 51.
O=C(Cc1ccccc1)NCCSc1c[nH]c2ccccc12 was read as RMI-FANCM inh 56.
CCn1c(SCC(=O)NCc2cccc(OC)c2)nc2c(-c3ccccc3)csc2c1=O was read as RMI-FANCM inh 97.
`COc1cccc2sc(=NC(=O)c3ccc(F)cc3)n(C)c12` gave RMI-FANCM inh 105.
NS(=O)(=O)c1ccc(C(=O)NCCn2ncccc2=O)cc1 was read as RMI-FANCM inh 60.
Screening Cc1ccc2nc(C)c(NC(=O)c3ccc(S(=O)(=O)N4CCCCC4)cc3)c(=O)n2c1 returned RMI-FANCM inh 53.
O=C(c1cccs1)N1CCCCC1c1ccccn1 (centres undefined) was read as RMI-FANCM inh 54.
Screening NC(=O)N/N=C\c1ccccc1OC(=O)c1cc2ccccc2oc1=O returned RMI-FANCM inh 58.
For O=C(O/N=C1/Cc2ccccc2C1=O)c1cccs1 the results were RMI-FANCM inh 40.
For Cc1cccc(-n2ncc3c(NCc4cccnc4)ncnc32)c1 the results were RMI-FANCM inh 62.
Screening Cc1cc(/C=N/Nc2ccc([N+](=O)[O-])cc2)c2c(C)ccc(C(C)C)cc1-2 returned RMI-FANCM inh 50.
`O=c1[nH]c(=S)[nH]c(O)c1N=Nc1ccc(F)cc1` gave RMI-FANCM inh 123.
Screening COc1ccc(C2=NN3C(C2)c2cccc(OC)c2OC3c2cc(OC)c(OC)c(OC)c2)cc1 (centres undefined) returned RMI-FANCM inh 57.
`CC(C)C(=O)NCC(c1ccsc1)N1CCOCC1` (centres undefined) gave RMI-FANCM inh 69.
CCOC(=O)c1ccc(NC(=O)CN2C(=O)/C(=C3\SC(=S)N(Cc4ccccc4Cl)C3=O)c3ccccc32)cc1 was read as RMI-FANCM inh 62.
O=C(NCCCn1nc(-c2ccc(F)cc2)ccc1=O)c1ccc(Br)o1 was read as RMI-FANCM inh 68.
Screening O=[N+]([O-])c1ccsc1N1CCS(=NS(=O)(=O)c2ccc(Cl)cc2Cl)CC1 returned RMI-FANCM inh 51.
`CC(=O)Nc1cccc(NC(=O)CSc2nc(CC(=O)Nc3ccc(C)c(C)c3)cs2)c1` gave RMI-FANCM inh 68.
Screening Cc1ccc(-c2ccc(S(=O)(=O)NCc3ccc4c(c3)OCO4)cc2)cc1 returned RMI-FANCM inh 116.
For O=S(=O)(NCCN1CCOC(c2ccccc2)C1)c1cccs1 (centres undefined) the results were RMI-FANCM inh 74.
`COc1nc2ccccc2nc1SCC(=O)NCc1ccco1` gave RMI-FANCM inh 63.

Random excerpt: 2 entries already listed, in no set order.
Screening Cc1cc(/C=N/Nc2ccc([N+](=O)[O-])cc2)c2c(C)ccc(C(C)C)cc1-2 returned RMI-FANCM inh 50.
For O=S(=O)(NCCN1CCOC(c2ccccc2)C1)c1cccs1 (centres undefined) the results were RMI-FANCM inh 74.

(list continues)
Screening Cc1nc(C(N)=NC(=O)c2ccc(Cl)cc2)cs1 returned RMI-FANCM inh 56.
Screening COC(=O)Nc1nc(CC(=O)NCc2cccs2)cs1 returned RMI-FANCM inh 62.
Screening COc1ccc(Oc2ccc(C(=O)/C=C/N(C)C)cc2)cc1 returned RMI-FANCM inh 58.
For O=C(CC1CCCC1)NCCN1CCn2cc(OCc3ccc(F)cc3)c(=O)cc2C1=O the results were RMI-FANCM inh 64.
Screening COc1ccccc1N1CCN(C(=O)CNS(=O)(=O)c2cccc(C(F)(F)F)c2)CC1 returned RMI-FANCM inh 73.
For Cc1cc(F)ccc1S(=O)(=O)Nc1ccc(N2CCCS2(=O)=O)cc1 the results were RMI-FANCM inh 59.
Screening Cc1ccc(S(=O)(=O)NCCCn2nc(-c3ccc(F)cc3)ccc2=O)cc1 returned RMI-FANCM inh 66.
`NC(=O)c1ccc2nc3ccsc3c(=O)n2c1` gave RMI-FANCM inh 64.
Screening CC(=O)N1CCN(c2ccnc3c2c(=O)n(CC(=O)Nc2cccc(C)c2C)c(=O)n3C)CC1 returned RMI-FANCM inh 68.
Screening O=C(COc1ccccc1)N1CCC(c2nnc(C3CC3)s2)CC1 returned RMI-FANCM inh 61.
For O=C(NCC(O)c1ccccc1)C1CCC1 (centres undefined) the results were RMI-FANCM inh 55.
Cc1c(Cl)cccc1NC(=O)C(=O)NCc1ccccn1 was read as RMI-FANCM inh 59.
For CCN(CC)c1ccc(/C=C2\SC(=O)NC2=O)cc1 the results were RMI-FANCM inh 215.
Screening CCN1C(=O)C(C)(C)COc2ccc(NC(=O)COc3ccc(C)cc3)cc21 returned RMI-FANCM inh 69.
Screening COc1ccc(OC)c2sc(NNC(=O)c3ccc(S(=O)(=O)N(C)C)cc3)nc12 returned RMI-FANCM inh 56.
Screening COc1cccc(CNC(=O)C(=O)Nc2ccc(N3CCCS3(=O)=O)cc2)c1 returned RMI-FANCM inh 79.
`O=C(O)CCCn1c(=S)[nH]c2ccc(Br)cc2c1=O` gave RMI-FANCM inh 57.
Screening CC(C)(C)c1cc(C(C)(C)C)n(-c2ccc(NC(=O)COCC(=O)O)cc2)n1 returned RMI-FANCM inh 54.
Screening CCOC(=O)N1CCc2c(sc(NC(=O)c3cccc(N4C(=O)CCC4=O)c3)c2C#N)C1 returned RMI-FANCM inh 70.
Screening N#CCCSc1sc(=S)sc1SCCC#N returned RMI-FANCM inh 56.
`Nc1nc(-c2ccc(-n3cccc3)cc2)cc(C(F)(F)F)n1` gave RMI-FANCM inh 56.
Screening Cc1ccc(OCc2nnc(SCC(=O)c3ccc(F)cc3)n2-c2ccccc2)c2c1CCC2 returned RMI-FANCM inh 58.
`Cc1ccc(NC(=O)C(=O)NCC(c2ccc3c(c2)CCN3C)N2CCCC2)cc1` (centres undefined) gave RMI-FANCM inh 70.
For O=C(CCc1csc(NC(=O)NC2CCCCC2)n1)NCc1ccccc1 the results were RMI-FANCM inh 63.

6 entries out of the list, arranged by SMILES length, lowest first.
Screening N#CCCSc1sc(=S)sc1SCCC#N returned RMI-FANCM inh 56.
`O=C(O)CCCn1c(=S)[nH]c2ccc(Br)cc2c1=O` gave RMI-FANCM inh 57.
`Nc1nc(-c2ccc(-n3cccc3)cc2)cc(C(F)(F)F)n1` gave RMI-FANCM inh 56.
For O=C(CCc1csc(NC(=O)NC2CCCCC2)n1)NCc1ccccc1 the results were RMI-FANCM inh 63.
Screening COc1cccc(CNC(=O)C(=O)Nc2ccc(N3CCCS3(=O)=O)cc2)c1 returned RMI-FANCM inh 79.
Screening COc1ccc(OC)c2sc(NNC(=O)c3ccc(S(=O)(=O)N(C)C)cc3)nc12 returned RMI-FANCM inh 56.

(cont.)
`CC1(C)CC(=O)c2c(nc(SCC(=O)NCc3ccc4c(c3)OCO4)c(C#N)c2-c2ccccc2)C1` gave RMI-FANCM inh 97.
CCc1c(NCc2ccccc2)c2cccc3c2n(c1=O)CCC3 was read as RMI-FANCM inh 58.
`Cc1ccc(N(C)S(=O)(=O)c2c(-c3cccc(F)c3)csc2C(=O)NCc2cccnc2)cc1` gave RMI-FANCM inh 57.
Cc1ccc(/C=C/C(=O)O)cc1S(=O)(=O)N1CCCC1 was read as RMI-FANCM inh 61.
Screening CCC(=O)Nc1ccc(SCC(=O)Nc2ccc(CC)cc2)nn1 returned RMI-FANCM inh 70.
Screening O=C(Nc1onc2c1CCCC2)C1CCN(S(=O)(=O)c2ccc(Cl)s2)CC1 returned RMI-FANCM inh 56.
For CCCc1cc(=O)[nH]c(SCC(=O)NC2Cc3ccccc3C2)n1 the results were RMI-FANCM inh 60.
CCOC(=O)CC(=O)CSc1nc2sc(C)cc2c(=O)n1C was read as RMI-FANCM inh 66.
For CCc1nc2sc(C(c3ccc(C(C)C)cc3)N3CCCC3)c(O)n2n1 (centres undefined) the results were RMI-FANCM inh 51.
Screening COc1ccc(CCC(=O)NCCOc2ccc3c(c2)OCO3)cc1 returned RMI-FANCM inh 62.
`O=C(CS(=O)(=O)c1ccccc1)Nc1ccccc1-c1nc2ccccc2s1` gave RMI-FANCM inh 57.
O=C(/C=C/c1ccc([N+](=O)[O-])cc1)Nc1nnc(-c2ccco2)o1 was read as RMI-FANCM inh 61.

Brought forward from above: two entries, followed by the next part.
`O=C(CS(=O)(=O)c1ccccc1)Nc1ccccc1-c1nc2ccccc2s1` gave RMI-FANCM inh 57.
O=C(/C=C/c1ccc([N+](=O)[O-])cc1)Nc1nnc(-c2ccco2)o1 was read as RMI-FANCM inh 61.
Screening CCc1nnc(C2CCN(C(=O)c3ccc(F)cc3F)CC2)s1 returned RMI-FANCM inh 64.
`Cc1ccc(F)cc1NC(=O)c1c(O)c2ccccc2n(-c2ccccc2)c1=O` gave RMI-FANCM inh 62.
Screening Cc1ccc(-c2ccc(S(=O)(=O)Nc3cccnc3)cc2)cc1 returned RMI-FANCM inh 65.
Screening N#C/C(=C/c1ccc(OCc2ccccc2)cc1)c1nc(C2CC2)cs1 returned RMI-FANCM inh 141.
For COc1ccc(-c2nn(CCC#N)c(=O)[nH]2)cc1 the results were RMI-FANCM inh 58.
`O=C(NC(C(=O)N1CCCCC1)C12CC3CC(CC(C3)C1)C2)c1ccc(Cl)cc1` (centres undefined) gave RMI-FANCM inh 57.
Screening CCOc1ccccc1/C=C1/SC(N2CCN(c3ccc([N+](=O)[O-])cc3)CC2)=NC1=O returned RMI-FANCM inh 102.
CCOCCCNS(=O)(=O)c1cc(OC)c(C)cc1OC was read as RMI-FANCM inh 64.
For CCc1cccc(NC(=O)Cn2c(C)cc(C)c(S(=O)(=O)c3ccccc3)c2=O)c1 the results were RMI-FANCM inh 67.
O=S(=O)(c1ccccc1C(F)(F)F)N1CCN(c2ccc(-c3cccnc3)nn2)CC1 was read as RMI-FANCM inh 69.
CCc1nnc2ccc(N3CCN(S(=O)(=O)c4ccc(C)cc4OC)CC3)nn12 was read as RMI-FANCM inh 68.
For O=C(Nc1nc2ccc(Cl)cc2s1)c1cccc(Cl)c1 the results were RMI-FANCM inh 73.
For CCOc1ccc2nc(N(Cc3cccnc3)C(=O)c3ccc(Cl)s3)sc2c1 the results were RMI-FANCM inh 53.
`O=C(/C=C/C1=Cc2ccccc2OC1)NC1CCCC1` gave RMI-FANCM inh 66.
`COc1cc(C(=O)NCC2CCN(C(C)C)CC2)cc(OC)c1OC` gave RMI-FANCM inh 66.
For CC(C)(c1ccc(O)cc1)c1ccc(O)cc1 the results were RMI-FANCM inh 55.
`COc1ccc(CCNC(=O)c2cc(=O)c(OC)co2)cc1OC` gave RMI-FANCM inh 65.
For COc1cc(C(=O)Nc2ccc3c(c2)CN(C(=O)C(C)C)CC3)cc(OC)c1OC the results were RMI-FANCM inh 66.
For COc1ccccc1CNC(=O)c1ccc(=O)n(C)n1 the results were RMI-FANCM inh 59.
For CC(C)(C)C1CCc2c(sc3nc(CCC(=O)Nc4ccc(Cl)cc4)[nH]c(=O)c23)C1 (centres undefined) the results were RMI-FANCM inh 63.
`COC(=O)c1sc(=S)sc1C(=O)OC` gave RMI-FANCM inh 54.
For CCOc1ccc(-c2nnc3ccc(SCC(=O)c4ccccc4)nn23)cc1 the results were RMI-FANCM inh 68.
`COc1ccc(CCNCC(O)COc2ccc(Cl)cc2)cc1OC` (centres undefined) gave RMI-FANCM inh 75.
`Cc1nccnc1-c1ccnn1C(=O)c1c(C)noc1C` gave RMI-FANCM inh 59.
N#CC(C(=S)Nc1ccccc1)c1nc2ccccc2[nH]1 (centres undefined) was read as RMI-FANCM inh 51.
For C/C(=N\NC(N)=O)c1ccc(Sc2ccc(Cl)cc2)c([N+](=O)[O-])c1 the results were RMI-FANCM inh 54.
For CC(=O)N1CCN(S(=O)(=O)c2cccc(C(=O)NCc3ccccn3)c2)CC1 the results were RMI-FANCM inh 61.
For CC1(C)C(=O)NCCN1C(=O)c1ccc2ncsc2c1 the results were RMI-FANCM inh 55.
`O=C(O)CNC(=O)COc1ccc(-c2ccccc2)cc1Br` gave RMI-FANCM inh 66.
Cc1ccc2[nH]c3c(=O)n(CCC(=O)NC(C)CCc4ccccc4)cnc3c2c1 (centres undefined) was read as RMI-FANCM inh 77.
For Cc1ccc(N(C(=O)Nc2ccc(Cl)cc2)C2=NCCC2)cc1C the results were RMI-FANCM inh 53.
For COc1ccc(-c2ccc(N3CCN(C(=O)Cc4cccs4)CC3)nn2)cc1 the results were RMI-FANCM inh 104.
Screening CC(C)(C)OC(=O)NC1CCN(C(=O)Nc2cc(Cl)cc(Cl)c2)CC1 returned RMI-FANCM inh 61.
Screening Cc1cccc(OCCn2c(/C=C/c3ccccc3)nc3ccccc32)c1 returned RMI-FANCM inh 59.
